# Compound activity from PubChem.
# Smad3 FoxH1 inh – blocks human Smad3 binding to FoxH1 peptide; AID 630; P84022; 88,000 compounds, 0.29% hits; TR-FRET Smad3/Dy647-FoxH1 peptide binding, europium anti-His; inhibition, % at 25 µM;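 active means compounds that reduce the energy-transfer binding signal between the protein and its labelled peptide by more than half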;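 further: 0% = Smad3 plus labelled peptide maximal FRET and 100% = peptide-only background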
# Target sequence (P84022 whole entry, looked up): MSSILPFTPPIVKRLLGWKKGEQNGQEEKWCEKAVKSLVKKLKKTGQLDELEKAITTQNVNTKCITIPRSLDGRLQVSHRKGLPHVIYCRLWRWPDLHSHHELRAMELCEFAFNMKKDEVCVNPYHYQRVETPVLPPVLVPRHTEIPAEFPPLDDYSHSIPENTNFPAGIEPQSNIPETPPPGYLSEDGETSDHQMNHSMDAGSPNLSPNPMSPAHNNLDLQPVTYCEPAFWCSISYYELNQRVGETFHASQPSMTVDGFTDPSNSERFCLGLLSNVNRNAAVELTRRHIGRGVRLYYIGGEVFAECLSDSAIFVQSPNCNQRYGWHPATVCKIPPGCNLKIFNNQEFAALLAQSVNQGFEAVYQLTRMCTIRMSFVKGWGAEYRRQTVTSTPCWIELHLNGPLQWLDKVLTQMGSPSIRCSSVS
# ERa SRC1 inh – ER-alpha (human) coactivator binding inhibition | TR-FRET ER-alpha LBD / SRC-1 peptide, estradiol-bound | inhibition, % at 25.6 µM | P03372 | 86,000 compounds, 1.7% hits; in the data active means inhibition above about 50%;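 further: 0% = receptor plus peptide control and 100% = peptide only without receptor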
# Calb biofilm kill – kills Candida albicans biofilms; C. albicans biofilm + clotrimazole, Alamar Blue; inhibition, % at 6 µM; 85,000 compounds, 0.14% hits; AID 834;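 active means inhibition above 20%; inactive means inhibition below 20%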;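 further: preformed 24 hr biofilms exposed to compound for 48 hr; 0% = biofilm without compound and 100% = blank killed by clotrimazole plus chlorhexidine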
# HUVEC prolif 384 – inhibitors of human endothelial cell proliferation; HUVEC proliferation, CellTiter-Glo luminescence, 72 h; stronger effect = lower value; viability, % at 10 µM (by protocol); 86,000 compounds, 1.1% hits;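 active means viability at or below 30%; inactive means viability above 30%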;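 further: 100% = median luminescence of DMSO-only cell control wells on each plate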
# ERa SRC1 pot – ER-alpha (human) coactivator binding potentiation; P03372; TR-FRET ERalpha-LBD/SRC-Cy5 coactivator binding, 2 h; 100 = basal binding, no effect; coactivator binding (% of control), % at 25.6 µM; 86,000 compounds, 1.3% hits; in the data active means activity above about 200%;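 further: binding measured in presence of low estradiol as agonist stimulus; 0% = peptide alone without receptor and 100% = receptor with peptide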
# Fibroblast inh – blocks proliferation of human lung fibroblasts; LL 47 human lung fibroblast viability, ATP luminescence; stronger effect = lower value; viability, % at 10 µM; 85,000 compounds, 1.1% hits;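 active means viability at or below 50% in the single dose screen; inactive means viability above 50%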;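 further: compound exposure lasted 72 h before the ATP readout; 100% = median luminescence of untreated cell-only wells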
#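 Benchmarks: Cell-only wells, no compound | Test system: LL 47 human lung fibroblasts, passage 12 or lower | Input: 1,150 cells/well | Measured by: CellTiter-Glo luminescence measuring cellular ATP | Medium: IMEM, 15% FBS supplement | Schedule: Overnight attachment after seeding, then 72 h compound exposure at 37 °C | Doses: Compound addition at 0.1% DMSO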
# H69AR growth 86K – blocks growth of human H69AR lung tumor cells | 85,000 compounds, 6% hits | viability, % at 10 µM | H69AR lung tumor viability, ATP luminescence, 72 h; stronger effect = lower value;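 active means viability at or below 40%; inactive means viability above 40%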;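 further: multidrug resistant small cell line overexpressing MRP-1 efflux transporter; 100% = mean luminescence of untreated control wells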
# ERb coact inh – blocks coactivator binding to human estrogen receptor beta. Q92731. TR-FRET ER-beta LBD / SRC1-Cy5 peptide binding; receptor agonist-loaded with 1 µM estradiol. inhibition, % at 25.6 µM. 86,000 compounds, 1.3% hits. AID 633;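 active means compounds whose percent inhibition of the receptor-coactivator binding signal exceeds about 50% in the single-dose screen, limit read from the data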;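 further: 0% = receptor plus peptide wells without compound and 100% = peptide-only wells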
# Target sequence (Q92731 whole entry, looked up, the tested form may be a part): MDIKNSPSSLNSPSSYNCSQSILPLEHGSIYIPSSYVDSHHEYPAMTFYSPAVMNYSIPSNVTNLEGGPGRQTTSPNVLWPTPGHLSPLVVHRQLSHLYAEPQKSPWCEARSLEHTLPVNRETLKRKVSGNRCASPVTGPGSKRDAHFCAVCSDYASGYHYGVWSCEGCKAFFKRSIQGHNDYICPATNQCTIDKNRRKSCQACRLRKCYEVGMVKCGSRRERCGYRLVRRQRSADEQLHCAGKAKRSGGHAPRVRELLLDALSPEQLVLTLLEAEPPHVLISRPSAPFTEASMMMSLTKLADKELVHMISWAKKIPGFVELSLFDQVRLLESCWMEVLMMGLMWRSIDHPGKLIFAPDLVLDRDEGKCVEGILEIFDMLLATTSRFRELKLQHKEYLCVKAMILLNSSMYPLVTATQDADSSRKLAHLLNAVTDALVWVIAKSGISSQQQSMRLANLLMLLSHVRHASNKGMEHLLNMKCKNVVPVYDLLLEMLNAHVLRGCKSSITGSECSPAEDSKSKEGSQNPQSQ
# sEH act – soluble epoxide hydrolase (human) activation; P34913; activation, % at 2 µM; AID 717; purified human sEH enzymatic activity, activator screen; 91,000 compounds, 0.04% hits; in the data active means activation above about 37%; further: values of inactives mirror those of a sister screen read the other way
# * = called active by the depositor; . = not tested or not shown; [ ] = dose if it differs, or a comment.
SMILES,Smad3 FoxH1 inh,ERa SRC1 inh,Calb biofilm kill,HUVEC prolif 384,ERa SRC1 pot,Fibroblast inh,H69AR growth 86K,ERb coact inh,sEH act
O=C(NCc1ccccc1)N(Cc1cc2cc3c(cc2[nH]c1=O)OCO3)CC1CCCO1 (stereo not drawn),13,15[fluorescence artefact?],4,87,85,97,78,14[fluorescence artefact?],.
CCOC(=O)C1=C(O)/C(=C/N(C)C)N=C1C,8[fluorescence artefact?],-6,8,96,122,103,103,-2,-9
COc1cc(C2C(C(=O)c3ccc(C)o3)=C(O)C(=O)N2c2cc(C)on2)ccc1O (stereo not drawn),-5,2[fluorescence artefact?],4,91,113,101,92,2[fluorescence artefact?],10
CCOC(=O)C(C(=O)OCC)[C@@H]1CS(=O)(=O)C[C@H]1C(C(=O)OCC)C(=O)OCC,-4,-12,3,104,111,97,87,-13,.
O=C1CC(c2ccccc2)C(C(=O)O)N1 (stereo not drawn),6,-8,10,95,108,98,110,-8,1
CCn1c(C(c2ccccc2)c2ccccc2)n[nH]c1=S,-9,-7,-1,92,86,100,95,-9,-4
COc1ccc2[nH]c(=O)c(CN(C(=O)c3ccccn3)c3ccccc3)cc2c1,2,-1[fluorescence artefact?],4,101,107,102,93,-6,13
C=CCN1C(=O)/C(=C2/Sc3ccccc3N2C)SC1=Nc1c(C)n[nH]c1C,4,48[fluorescence artefact?],5,103,79[fluorescence artefact?],106,69,12,0
CCCc1cc(C(N)=O)c(NC(=O)c2cc(C)on2)s1,14,3,1,97,81[fluorescence artefact?],90,72,20,1
Nc1nnc(SCC(=O)NC23CC4CC(CC(C4)C2)C3)s1,14,-2,1,90,119,96,95,-21,-10
CCOC(=O)c1c(C)nc2ccccn12,3,-5,7,105,95,98,83,1,.
CCOC(=O)Cn1c(=O)c2c(nc(N3CCOCC3)n2C)n(C)c1=O,-16,-1,-3,105,99,99,68,-3,2
Nc1c(Br)cc2oc(-c3ccccc3)nc2c1Br,-4,1,3,83,119,81,22*,9,.
CCCCOc1ccc(C(=O)CCN2CCCCC2)cc1,7,1,-1,107,88,92,65,3,.
COc1cc(C(=O)Nc2ccc(S(=O)(=O)Nc3nccc(C)n3)cc2)cc(OC)c1OC,3,-3,-3,88,87,93,99,-9,13
COc1ccccc1CNC(=O)CSCc1cnn(-c2ccccc2)c1-n1cccc1,10,3,-3,95,98,102,89,3,-15
O=S(=O)(c1cccs1)N1CCCc2ccccc21,6,-4,5,89,103,88,92,-2,11
CCC(=O)c1cc2c(cc1NC(=O)c1cccs1)OCCO2,7,-1,5,90,115,83,68,3,-4
COC(=O)Nc1snnc1C,9,0,5,100,129,96,101,-6,0
COC(=O)c1ccc(CSc2nc3c(c(=O)n2-c2ccc(Br)cc2)SCC3)o1,-23[fluorescence artefact?],7,1,97,68[fluorescence artefact?],103,85,-2[fluorescence artefact?],-7
COc1ccccc1Cc1noc(COc2cccc(C)c2C)n1,11,1,-1,100,107,101,94,-6,3
COc1ccccc1-n1cnc(N)c1C(C)=O,-12,-10,-4,96,116,98,88,-13[fluorescence artefact?],-22
CC(C)(C)OC(=O)N1CCCC1C(=O)O (stereo not drawn),2,-3,6,122,116,102,91,1,-3
CCn1c(=O)c(C(C)=O)nc2ccccc21,9,2,9,88,103,102,80,6,-6
COc1ccc(Nc2ncc(C(=O)O)c3ccccc23)cc1,13,-1,0,88,87,100,69,-24,2

# Next section
SMILES,Smad3 FoxH1 inh,ERa SRC1 inh,Calb biofilm kill,HUVEC prolif 384,ERa SRC1 pot,Fibroblast inh,H69AR growth 86K,ERb coact inh,sEH act
O=C(CCCCCCN1C(=O)c2ccccc2C1=O)N1CCC(c2ccccc2)C1 (stereo not drawn),4,4,3,93,97,118,69,0,2
Cc1c(NC(=O)Nc2ccc(Cl)cc2)c(=O)n(-c2ccccc2)n1C,-11,40[fluorescence artefact?],7,85,96,.,103,13[fluorescence artefact?],-14
Cn1c(=O)[nH]c(=O)c2c1nc(N1CCCCC1)n2CCSc1ncccn1,5,-7,7,89,116,98,102,-6[fluorescence artefact?],.
Cc1ccc(SCc2[nH]nc3c2C(c2ccco2)C(C#N)=C(N)O3)cc1 (stereo not drawn),10[fluorescence artefact?],2,4,71,74[fluorescence artefact?],94,93,4,-2
COC(=O)C1=C(C)N(C)C(C)=C(C(=O)OC)C1c1ccccn1,-1,-9,3,104,120,101,101,-1,-4
Cc1ncc2c(c1OC(=O)c1ccc([N+](=O)[O-])cc1)COC(C)(C)OC2,3,-8,5,113,106,103,99,0,6
CCOc1ccc(-c2n[nH]c(C)c2Oc2ccc(OC)cc2)c(O)c1,9,4,7,36,99,94,72,0,-8
Cc1ccc2[nH]c(=O)c(-c3nc4ccccn4c3NCc3ccco3)cc2c1,-2,53*,0,79,115,96,61,22,-5
Cc1ccc(N(C(=O)CCC(=O)Nc2cc(C)on2)C(C(=O)NC2CCCC2)c2cccs2)cc1 (stereo not drawn),1,7,3,95,98,90,92,-37,18
CCCN1C(=O)SC(CC(=O)Nc2cccc3ccccc23)C1=O (stereo not drawn),5,-2[fluorescence artefact?],6,84,100,99,120,-2,-3
CN1CCN(c2nc3c(c(=O)[nH]c(=O)n3C)n2CCSc2ncccn2)CC1,-7,-10,-5,93,103,95,86,0,.
S=C(NC1CCCCC1)N(CCc1nc2ccccc2[nH]1)C1CCCC1,-3,27[fluorescence artefact?],0,74,97,90,45,8,-13
CC(=O)c1ccc(NC(=O)CN2C(=O)COc3ccc(Cl)cc32)cc1,-8,13,6,94,109,90,114,39[fluorescence artefact?],-4
Cc1ccc(N2CC(C(=O)Nc3ccc(N(C)C)cc3)CC2=O)cc1C (stereo not drawn),4,2,13,97,96,103,82,10,.
Cc1cc(-c2ccc(Cl)cc2)c(C#N)c(N)n1,35[fluorescence artefact?],39[fluorescence artefact?],5,79,285*[fluorescence artefact?],82,98,32[fluorescence artefact?],3
Cc1c(C)n(CC(O)CN2CCCCCC2)c2ccccc12 (stereo not drawn),-14,-8[fluorescence artefact?],-2,89,93,102,89,4[fluorescence artefact?],-6
COc1cc(NC(=O)CCc2nc(-c3cccs3)no2)cc(OC)c1OC,-18,11,10,58,108,95,78,24,-9
COCc1[nH]nc2c1C(c1ccsc1)C(C#N)=C(N)O2 (stereo not drawn),5,-10,-2,100,122,97,87,-6,.
Oc1ccc(Br)cc1CNn1cnnc1,9,-7,-1,95,109,101,104,-8,-9
COC(=O)c1cc(NC(=O)CC2NC3CCCCC3NC2=O)cc(C(=O)OC)c1 (stereo not drawn),-5,-4[fluorescence artefact?],2,105,61,105,96,21,-6
Cc1nn(C)c(C)c1S(=O)(=O)N(CC(=O)NCCCOC(C)C)c1ccc(C(C)C)cc1,-4,-15,4,91,118,98,71,-19,18
COc1ccccc1-c1ccc(=O)n(CC(=O)NC(C)(C)C)n1,8,1,.,95,127,114,106,-3,-7
CCC(C)NC(=O)CSc1nc2c(sc(=S)n2Cc2ccco2)c(=O)n1-c1ccccc1 (stereo not drawn),-4,-6,3,82,97,94,32*,-1,-2
Cc1nnc(C)n1/N=C/c1cccs1,3,-27,5,92,102,96,95,-20,.
CCOC(=O)C1=C(CNCc2ccc(C)cc2)NC(=O)NC1c1cc(C)ccc1C (stereo not drawn),-7,5,3,99,100,100,104,-15,3

# 2 of the compounds above, with bars between the fields.
SMILES | Smad3 FoxH1 inh | ERa SRC1 inh | Calb biofilm kill | HUVEC prolif 384 | ERa SRC1 pot | Fibroblast inh | H69AR growth 86K | ERb coact inh | sEH act
Nc1c(Br)cc2oc(-c3ccccc3)nc2c1Br | -4 | 1 | 3 | 83 | 119 | 81 | 22* | 9 | .
CC(=O)c1ccc(NC(=O)CN2C(=O)COc3ccc(Cl)cc32)cc1 | -8 | 13 | 6 | 94 | 109 | 90 | 114 | 39[fluorescence artefact?] | -4

# Other records follow.
SMILES,Smad3 FoxH1 inh,ERa SRC1 inh,Calb biofilm kill,HUVEC prolif 384,ERa SRC1 pot,Fibroblast inh,H69AR growth 86K,ERb coact inh,sEH act
CC1(C)CC(NC(=O)CC(c2ccccc2)c2ccccc2)CC(C)(C)N1,-11,-5,6,93,92,103,80,-8,11
CCOc1ccc(C(=O)CCN2CCCCCC2)cc1,-1,1,-5,84,121,81,77,-9,7
CC(C)n1cc(-c2ccc(Cl)cc2)cc(C#N)c1=O,8,7[fluorescence artefact?],5,110,99,98,97,2[fluorescence artefact?],6
CCOC(=O)c1c(N)sc2c(OC)c(Br)ccc12,-7,-3,11,27*,86[fluorescence artefact?],96,78,-1,-6
O=C(COc1ccc(Cl)cc1)Nc1nnc(-c2ccc3c(c2)CCCC3)o1,0,-1,13,101,130,99,84,5,-8
C[C@@]12CC(=O)NC1N(C(=O)c1cccc(C(F)(F)F)c1)C(c1ccccc1O)C2 (stereo partly drawn),-10,-3,9,97,120,95,100,3,8
N#Cc1c(NC(=O)CSc2nnnn2C2CCCCC2)sc2c1CCCC2,10,1,-4,87,128,104,76,-6[fluorescence artefact?],-14
Cc1ccc(CNC(=O)c2cc3c(-c4ccc(Cl)cc4)nn(C)c3s2)o1,3,-6,-6,70,100,79,70,-10,-3
O=C1CCCc2nc(NCc3ccco3)ncc21,0,-6,5,94,116,97,.,-3,2
C=CCC(C)(NCc1ccccc1)c1ccco1 (stereo not drawn),-16,-5,5,102,118,104,94,-22[fluorescence artefact?],3
O=C(Nc1cccc(-c2cn3ccsc3n2)c1)c1ccccc1,1[fluorescence artefact?],-9,7,85,91,91,68,-6,.
CC(C)N(Cc1nc(-c2ccc(Cl)cc2)no1)C(=O)c1cccs1,1,-1,1,99,86[fluorescence artefact?],104,104,-9,.
CCOC(=O)c1c(N)ssc1=S,16,-2,12,100,102,97,106,-4,.
O=C1C2C3C=CC([C@@H]2C(=O)N1c1nccs1)C31CC1 (stereo partly drawn),1,12[fluorescence artefact?],0,94,88,111,105,16[fluorescence artefact?],2
CCCCN1C(=O)CC(N2CCOCC2)C1=O (stereo not drawn),-1,-1,2,106,124,96,96,-9,-8
O=C(C(Cc1ccccc1)n1cccc1)N1CCN(c2cccc(Cl)c2)CC1 (stereo not drawn),5,-8,2,78,111,92,61,-5,-4
C=CCn1c(COc2ccc(F)cc2)nnc1SCC(=O)NC(=O)NCc1ccco1,1,71*[fluorescence artefact?],4,112,70[fluorescence artefact?],91,75,46,.
Cc1ccc(S(=O)(=O)NCc2ccco2)cc1C,-2,-4,0,109,138,90,96,-3[fluorescence artefact?],.
COc1ccc(Cn2nnnc2C(c2cccs2)N2CCN(c3ccccc3)CC2)cc1 (stereo not drawn),-1,-7,4,100,111,100,84,1,-6
O=S(=O)(c1ccc(F)cc1)N1CCN(c2nc(-c3ccc(F)cc3)cs2)CC1,3,2,-3,96,188,105,98,-18,13

# Complete entries, quoted from the list. Order of screens: Smad3 FoxH1 inh	ERa SRC1 inh	Calb biofilm kill	HUVEC prolif 384	ERa SRC1 pot	Fibroblast inh	H69AR growth 86K	ERb coact inh	sEH act
# Profile of CCOC(=O)Cn1c(=O)c2c(nc(N3CCOCC3)n2C)n(C)c1=O → -16	-1	-3	105	99	99	68	-3	2
# Profile of CCOC(=O)c1c(N)ssc1=S → 16	-2	12	100	102	97	106	-4	.
# Profile of CCOC(=O)C(C(=O)OCC)[C@@H]1CS(=O)(=O)C[C@H]1C(C(=O)OCC)C(=O)OCC → -4	-12	3	104	111	97	87	-13	.

# A portion of the library; rates above refer to the full screens.
